DENV2 CPE rescue: inhibitors of DENV2 cytopathic effect, primary screen, cell-based, plate reader, single concentration; actives 1.7% (n = 350,000); CPE inhibition, % at 9.99 µM; AID 651640, 2012; DENV2-infected cells, cytopathic effect rescue; in the data active = CPE inhibition above about 20%, passing the limit was not always enough; inconclusive = no clear call, values can overlap the other calls; tested in BHK-21 cells;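 note: 0% = median of neutral control wells and 100% = median of positive control wells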
S100A4 inh HTS: inhibitors of S100A4-myosin IIA peptide binding, primary screen, biochemical, fluorescence polarization, TAMRA-MyoIIA peptide. AID 652163, 2013. actives 0.14% (n = 360,000). Protein S100-A4 (Homo sapiens), P26447. inhibition, % at 10.7 µM;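 active = mean inhibition of at least 70% across replicates, with every replicate also reaching that level; inconclusive = mean inhibition reaches 70% but some replicates fall short; inactive = mean inhibition below 70%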
Target sequence (P26447 whole entry, looked up): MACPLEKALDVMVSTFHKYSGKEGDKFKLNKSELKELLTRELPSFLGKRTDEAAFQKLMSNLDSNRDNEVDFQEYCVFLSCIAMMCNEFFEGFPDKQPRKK
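incubation = readout 5 min after mixing, signal stable up to 60 min | system = S100A4 monomer protein | buffer or medium = HEPES pH 7.2 with CaCl2, KCl, NaCl, DTT, Triton | benchmarks = neutral control DMSO, positive control TFP | also added = fluorescent myosin IIA peptide, 5 nM | compound dosing = one concentration per compound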
ERp5 block: inhibitors of ERp5-driven insulin aggregation, primary screen, biochemical, turbidity, absorbance 650 nm, single point; AID 651711, 2012; actives 0.05% (n = 350,000); Protein disulfide-isomerase A6 (Homo sapiens), Q15084; 90 min; inhibition, % at 9.99 µM;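 active = mean replicate inhibition above about 25%, with every replicate also reaching it, limit read from the data, passing the limit was not always enough; inconclusive = only one of those two criteria met; inactive = neither criterion met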
E-selectin induc: E-selectin induction in HUVECs, primary screen, imaging, HUVEC, immunofluorescence imaging, single point | normalized: neutral wells 0, TNF-alpha wells 100 | activation, % at 7.58 µM | actives 0.37% (n = 260,000);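 active = mean E-selectin-positive cell signal at least 10% of the positive control, reached in at least 60% of replicates, without over 20% cell loss; inconclusive = no rule given, readout overlaps actives, possibly toxicity-flagged; inactive = the rest, including those meeting only one limit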;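 note: in these data hits start at about 27%; measured in HUVEC primary endothelial cells; signal is the percent of cells scored E-selectin positive by PE staining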
Target sequence (P16581 whole entry, looked up): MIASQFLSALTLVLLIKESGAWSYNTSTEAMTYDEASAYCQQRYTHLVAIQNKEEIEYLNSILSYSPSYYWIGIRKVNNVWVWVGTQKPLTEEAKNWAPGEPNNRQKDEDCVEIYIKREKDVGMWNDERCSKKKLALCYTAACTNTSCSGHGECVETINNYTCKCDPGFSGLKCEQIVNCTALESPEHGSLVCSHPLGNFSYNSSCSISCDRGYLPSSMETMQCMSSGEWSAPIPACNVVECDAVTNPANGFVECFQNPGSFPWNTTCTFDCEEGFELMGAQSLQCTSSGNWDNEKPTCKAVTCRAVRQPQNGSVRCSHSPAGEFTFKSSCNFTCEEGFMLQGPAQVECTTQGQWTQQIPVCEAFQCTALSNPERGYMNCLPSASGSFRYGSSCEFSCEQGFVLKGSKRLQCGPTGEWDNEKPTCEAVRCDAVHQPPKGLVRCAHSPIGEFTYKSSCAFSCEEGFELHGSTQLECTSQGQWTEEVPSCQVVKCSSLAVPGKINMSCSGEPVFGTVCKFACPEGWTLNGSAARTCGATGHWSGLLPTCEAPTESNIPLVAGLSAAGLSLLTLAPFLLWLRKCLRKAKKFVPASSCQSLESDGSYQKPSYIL
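Material: HUVEC primary endothelial cells; Amount: 3,000 cells per well; Dosing: single concentration; Medium: EGM-2 growth medium on 0.1% gelatin-coated wells; Read-out basis: percent E-selectin-positive cells; Signal: immunofluorescence imaging; Control set: TNF-alpha, DMSO.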
PglD inh: C. jejuni PglD acetyltransferase inhibitors, primary screen, biochemical, DTNB colorimetric, single point. UDP-N-acetylbacillosamine N-acetyltransferase PglD (Campylobacter jejuni). purified PglD enzyme, DTNB colorimetric CoA detection. inhibition, % at 12.5 µM. actives 0.098% (n = 360,000); in the data active = inhibition above about 16%, passing the limit was not always enough; inconclusive = no clear call, values can overlap the other calls; note: strong numbers were not always called active
SIRT5 block: SIRT5 desuccinylase inhibitors, primary screen, biochemical, fluorescence imaging, single point, set 5; NAD-dependent protein deacylase sirtuin-5, mitochondrial (Homo sapiens), Q9NXA8; Purified SirT5, succinyl-peptide AMC, trypsin-coupled fluorescence; inhibition, % at 15 µM; actives 1.1% (n = 330,000); AID 652115, 2013; in the data active = inhibition above about 15%; inconclusive = no clear call, values can overlap the other calls
Target sequence (Q9NXA8 whole entry, looked up): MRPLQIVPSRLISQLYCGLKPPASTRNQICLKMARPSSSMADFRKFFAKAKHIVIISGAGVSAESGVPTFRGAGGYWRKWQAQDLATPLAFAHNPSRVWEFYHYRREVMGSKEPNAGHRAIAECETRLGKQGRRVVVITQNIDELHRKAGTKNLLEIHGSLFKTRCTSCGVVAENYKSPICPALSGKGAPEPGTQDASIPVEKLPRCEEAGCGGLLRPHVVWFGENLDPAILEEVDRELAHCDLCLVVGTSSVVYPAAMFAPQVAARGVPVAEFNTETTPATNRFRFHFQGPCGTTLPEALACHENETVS
Statin myotox sup: suppressors of statin myotoxicity in C2C12 myotubes, primary screen, cell-based, single point, plate reader | rescue of ATP level, % at 7.49 µM | C2C12 myotubes + simvastatin, ATP luminescence, 48 h; scaled: DMSO 0, geranylgeraniol control 100 | actives 0.78% (n = 330,000);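 active = mean ATP rescue above about 67%, or every replicate alone reaching that limit, limit read from the data, passing the limit was not always enough; inconclusive = no clear call, values can overlap the other calls; inactive = mean under the limit and some replicate under it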;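 note: myotubes were challenged with 10 µM simvastatin during compound exposure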
Numbers without * were called inactive; ? = inconclusive; . = no result given. Not all compounds are listed, so the mix of outcomes need not match the whole.

molecule	DENV2 CPE rescue	S100A4 inh HTS	ERp5 block	E-selectin induc	PglD inh	SIRT5 block	Statin myotox sup
O=C1COc2ccc(C(=O)COC(=O)Cc3ccccc3F)cc2N1	?	5.7	4.3	0.3	.	-1.0	.
S=C1NCN(C2CCCCC2)CN1CCc1ccccc1	6.9	-1.1	3.3	.	-0.3	-2.3	.
Cc1ccc(S(=O)(=O)N2CCN(C(=O)c3ccc(N4CCCCC4)c([N+](=O)[O-])c3)CC2)cc1	-3.5	-2.2	9.8	0.8	-2.9	-3.2	2.5
COc1ccc(CN2CCNC(=O)C2CC(=O)NC2Cc3ccccc3C2)c(OC)c1 (stereo not given)	-10.5	-13.0	4.1	0.2	-2.7	0.9	2.6
O=[N+]([O-])c1ccc(CSc2nnc(Cc3ccccc3)o2)cc1	0.4	5.6	0.1	-1.7	.	-2.8	.
Cc1ccc2oc(=O)c(/C=C(\O)c3ccccc3)nc2c1	0.0	-3.3	7.8	.	.	-4.6	.
CO[C@@H]1CN(C)C(=O)c2ccc(NC(=O)Cc3ccccc3)cc2OC[C@@H](C)N(C(=O)c2ccccc2F)C[C@@H]1C	0.7	3.8	-0.2	-0.1	4.7	2.1	5.7
COc1ccc(CN(C)C[C@H]2OCCCC[C@@H](C)Oc3ccc(NS(=O)(=O)c4cccs4)cc3C(=O)N([C@H](C)CO)C[C@@H]2C)cc1	-7.5	-4.8	4.3	0.4	0.5	3.4	.
NS(=O)(=O)c1ccc(CCNC(=O)c2ccc(Cl)c(S(=O)(=O)N3CCCCCC3)c2)cc1	?	-0.9	-10.2	.	2.8	2.8	-4.1
COc1ccc(CNC(=O)CN(c2ccc(OC)cc2)S(=O)(=O)c2c(C)[nH]c(=O)[nH]c2=O)cc1	0.8	-0.8	-5.2	.	1.1	0.6	12.6
COC(=O)[C@]1(C)N[C@H](CN(C)C(=O)c2ccc(C(C)(C)C)cc2)[C@@H]2C(=O)N(C)C(=O)[C@@H]21	-2.3	0.2	2.3	0.1	2.5	-1.1	-10.2
N/C(=N\OC(=O)COc1ccc(Cl)cc1)c1cccnc1	2.7	4.8	-3.8	.	-4.1	.	.
COc1ccc2c(c1)c1nc3n(c(=O)c1n2CC(=O)Nc1ccccc1)CCCS3	6.3	-2.5	0.8	.	-1.0	-3.5	23.1
CCOC(=O)Cn1c(=O)c2c(nc3n2CCCN3CCc2ccccc2)n(C)c1=O	17.4	-6.5	-0.7	.	8.1	-0.8	2.3
CCOC(=O)C1CCN(C(=O)c2ccc3c(c2)S(=O)(=O)c2ccccc2C3=O)CC1	0.4	0.9	0.0	.	-4.4	-0.9	-2.2
O=C(C1CCC1)N1CC(=O)N2[C@H](C1)[C@@H](c1ccc(C#Cc3cccc(F)c3)cc1)[C@@H]2CO	-3.7	-18.9	-5.3	0.2	.	1.9	.
CCCCn1c(CN2CCN(c3cccc(Cl)c3)CC2)nc2c1c(=O)[nH]c(=O)n2C	-4.2	-2.7	0.4	.	-1.5	-1.0	-128.4
Cc1cc(C(=O)CN2C(=O)C(=O)N(C)C2=O)c(C)n1-c1cccc(S(=O)(=O)N2CCOCC2)c1	11.2	-18.2	0.2	4.7	0.1	-1.9	9.5
COc1ccc(CN(C)C[C@H]2Oc3ccc(NC(=O)Nc4ccccc4)cc3C(=O)N([C@@H](C)CO)C[C@H]2C)cc1	2.2	0.6	2.9	0.1	4.2	1.9	-30.9
CO[C@H]1CN(C)C(=O)c2ccc(NC(=O)C3CCCCC3)cc2OC[C@@H](C)N(C(=O)c2ccccc2)C[C@H]1C	2.2	5.1	0.7	0.0	2.4	0.3	-9.7

Whole records as entered above.
NS(=O)(=O)c1ccc(CCNC(=O)c2ccc(Cl)c(S(=O)(=O)N3CCCCCC3)c2)cc1 is listed with DENV2 CPE rescue = ?; S100A4 inh HTS = -0.9; ERp5 block = -10.2; E-selectin induc = .; PglD inh = 2.8; SIRT5 block = 2.8; Statin myotox sup = -4.1
Cc1cc(C(=O)CN2C(=O)C(=O)N(C)C2=O)c(C)n1-c1cccc(S(=O)(=O)N2CCOCC2)c1 is listed with DENV2 CPE rescue = 11.2; S100A4 inh HTS = -18.2; ERp5 block = 0.2; E-selectin induc = 4.7; PglD inh = 0.1; SIRT5 block = -1.9; Statin myotox sup = 9.5

Later entries
molecule	DENV2 CPE rescue	S100A4 inh HTS	ERp5 block	E-selectin induc	PglD inh	SIRT5 block	Statin myotox sup
Cc1ccc(OCC(=O)Nc2ccc(S(=O)(=O)N3CCCC3)cc2)cc1	0.8	0.0	-0.6	.	1.2	-3.7	-0.1
Nn1c(COc2ccccc2F)nnc1SCC(=O)NC1CCS(=O)(=O)C1 (stereo not given)	-12.6	-5.7	-1.8	0.0	1.9	-4.8	15.9
Nc1nonc1-n1nnc(C(=O)N/N=C/c2ccc3c(c2)OCO3)c1-c1ccccc1	0.3	-2.5	3.8	.	3.3	-2.1	14.4
ClCC1CSC(=NC23CC4CC(CC(C4)C2)C3)O1 (stereo not given)	3.7	-5.9	11.6	0.1	.	16.8*	.
C[C@@H]1CCCCO[C@H](CN(C)C(=O)CCCN(C)C)[C@H](C)CN([C@@H](C)CO)C(=O)c2cc(NC(=O)NC3CCCCC3)ccc2O1	1.9	9.1	-2.1	-0.1	-1.5	-2.2	.
O=C(CCCC(=O)Nc1ccccc1Br)N/N=C/c1c(F)cccc1Cl	3.4	7.8	2.2	.	1.3	-3.4	-2.6
Cc1cc(C)cc(N(CCC#N)C(=O)CSc2nc3ccccc3c(=O)[nH]2)c1	5.7	0.0	-2.3	-0.1	-1.0	.	-6.7
COc1ccccc1-c1nn(-c2ccccc2)cc1C(=O)N1CCc2ccccc2C1	-3.7	14.6	1.0	-1.0	0.3	5.4	-0.5
COc1ccc(CSc2nnc(C)s2)cc1F	-2.9	-4.1	5.2	.	1.1	-0.4	-1.1
COc1ccccc1C(NC(=O)C1CCN(CCOc2ccccc2)CC1)c1ccccn1 (stereo not given)	?	-8.6	-0.2	-0.2	3.9	-1.0	9.1
COc1nccnc1NS(=O)(=O)c1ccc(NCc2cc(Br)ccc2O)cc1	-2.4	-1.5	-0.2	.	2.4	3.9	-17.5
COc1ccc(NS(=O)(=O)c2cc(C(=O)O)ccc2C)cc1	-2.4	-2.1	0.9	.	4.9	-1.3	5.0
Cc1ccc(S(=O)(=O)N2C[C@@H](O)COC[C@H]3O[C@H](CC(=O)N[C@@H]4CCN(Cc5ccccc5)C4)CC[C@@H]32)cc1	-4.0	14.1	2.3	0.0	0.9	0.0	-4.1
O=C(CN1C(=O)COc2ccc(S(=O)(=O)N3CCCC3)cc21)NCc1ccccn1	.	-0.9	7.1	0.2	.	.	.
COc1cc(O)c(C(CC(=O)N2CCCCC2)c2cc(OC)c(OC)c(OC)c2)c(OC)c1 (stereo not given)	-2.9	-1.1	7.7	0.0	2.6	-0.7	8.9
CO[C@@H](CN(C)C(=O)C1CC1)[C@H](C)CN(C(=O)Nc1ccc(C(F)(F)F)cc1)[C@@H](C)CO	-2.6	2.3	-4.1	0.1	1.6	?	-5.4
CCC(C)NCC(=O)Nc1ccc([N+](=O)[O-])cc1C(=O)Nc1ccccc1F (stereo not given)	-2.6	-7.9	8.0	6.4	3.2	-0.7	.
CN=c1sc(C(=O)Nc2ccccc2)c(C)n1C	3.2	-2.8	-7.4	.	.	1.1	.
COc1ccc(NC(=O)CC2(CC(=O)O)CCCC2)cc1	0.0	-3.9	-4.1	0.4	-3.3	-3.9	-2.2
Cc1ccc(S(=O)(=O)N2CCCCC2C(=O)O)cc1 (stereo not given)	-1.3	-1.4	4.0	.	.	-1.6	.

Additional results
molecule	DENV2 CPE rescue	S100A4 inh HTS	ERp5 block	E-selectin induc	PglD inh	SIRT5 block	Statin myotox sup
C=C1CCC[C@]2(C)C[C@H]3OC(=O)C(CN4CCOCC4)[C@H]3C[C@@H]12 (stereo not given in full)	-1.6	-3.8	3.6	-0.4	3.7	0.1	9.6
CCCCOc1cccc(C(=O)N(Cc2ccccc2)C2CCS(=O)(=O)C2)c1 (stereo not given)	?	-20.4	1.2	-0.1	-0.7	.	.
COc1cccc(Nc2nc(-c3cccs3)nc3ccccc23)c1	1.8	1.4	-8.9	.	5.6	-2.3	-23.4
COc1ccc(-c2cccc([C@H]3[C@@H]4C=CC[C@@H](C)[C@@H]4C(=O)N3Cc3ccccc3)c2)cc1	-3.8	-12.8	2.6	-0.2	3.0	-2.7	-4.8
Cc1cc(NC(=O)CSc2ccc3nnc(-c4cccc(F)c4)n3n2)no1	-2.6	4.0	-5.2	.	-1.8	-4.0	14.4
COC(=O)C1=C(C)N(Cc2ccc(C(F)(F)F)cc2)C(=NCc2ccccc2)NC1c1cccc(C(F)(F)F)c1 (stereo not given)	-0.5	-1.7	-3.4	-0.3	.	.	.
COc1ccc2nc(NC(=O)CSc3nnc(C)n3N)sc2c1	-3.8	7.9	4.1	0.2	7.9	-6.1	-24.9
CC(C)(C)C(=O)Nc1cc(NC(=O)C(C)(C)C)cc(C(=O)Nc2c[nH]c(=O)[nH]c2=O)c1	-2.2	2.0	2.4	.	3.1	1.0	.
c1cc(-c2cn(C[C@H]3CC[C@@H]([C@@H]4CC[C@H](Cn5cc(-c6ccsc6)nn5)O4)O3)nn2)cs1	6.3	-2.7	-0.2	-0.1	-4.7	-5.3	-15.1
CCc1ccc(S(=O)(=O)c2nnn3c2nc(NCCNC(C)=O)c2ccccc23)cc1	-2.6	7.4	-1.7	.	.	-10.8	.
CN(C)C(=O)C[C@H]1C[C@@H]2c3cc(NC(=O)c4cccnc4)ccc3O[C@@H]2[C@@H](CO)O1	5.1	30.7	-1.4	-0.1	-1.2	-2.7	-0.6
CC(=O)Oc1cc(C)cc2oc(=O)cc(-c3ccccc3)c12	-3.4	2.5	3.7	.	-1.4	1.1	31.9
O=C(Nc1ccnn1C1CCN(Cc2cccc(OCCO)c2)CC1)C1CC1	-1.1	0.9	-4.7	1.0	-5.2	0.7	.
O=C(CCl)NC1(C(=O)O)CCCC1	-4.1	-3.7	-0.6	-0.1	-1.5	-6.7	2.4
CCOc1ccc(NC(=O)CC2C(=O)N(c3ccc(OC)cc3)C(=O)N2Cc2ccc(OC)cc2)cc1 (stereo not given)	?	-0.9	0.1	.	0.2	-2.9	3.7
Cc1ccc(C(C)C)c(OCC(=O)NNC(=O)C2CSC3(C)CCC(=O)N23)c1 (stereo not given)	-5.9	-5.8	14.8	0.9	2.4	-1.2	-7.7
COCCNC(=O)C[C@@H]1CC[C@@H]2[C@H](COC[C@H](O)CN2Cc2cccc(-c3ccncc3)c2)O1	1.1	-7.4	1.3	0.0	0.6	12.7	60.2
COc1ccc(CCN(C)C(=O)c2ccc(COc3ccccc3)o2)cc1OC	-3.9	-3.0	-4.1	-1.3	0.0	-1.9	12.2
CC(C)(C)NS(=O)(=O)c1ccc(CCC(=O)N2CCCC2)cc1	?	1.4	4.9	.	.	9.4	.
